PAX8 inh HTS – PAX8 transcriptional activity inhibition | AID 652154 | RMG-I TPO-luciferase reporter, SteadyGlo, 24 h | 1.2% of 360,000 active | inhibition, % at 12.6 µM;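 active = mean replicate inhibition at least 60% with every replicate also reaching 60%; inconclusive = only one of the two criteria is met; inactive = mean below 60% and not all replicates reaching 60%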;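 also: luciferase light reporting Pax8 driven TPO promoter activity; plate controls were median of neutral control wells for no effect and mitoxantrone controls for full effect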
Cneo AK release – causes C. neoformans cell lysis; adenylate kinase release luminescence, 4 h; normalised: neutral wells 0, clomiphene wells 100; lysis activity, % at 15 µM; 0.2% of 360,000 active; AID 651654;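 active = mean lysis activity across replicates of at least 80%, whatever share of replicates individually reach that level; inactive = mean lysis activity below 80%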
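Schedule: static 4 h at 37 °C with compound, 1 h detection; system: C. neoformans cells; benchmarks: Clomiphene as positive control; buffer or medium: fresh YPD medium; measure: luminescence rise reflecting yeast cell lysis; measured by: luminescent adenylate kinase detection reagent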
LGR2 inh – Drosophila LGR2 receptor signaling inhibition | 0.35% of 380,000 active | inhibition, % at 9.99 µM | HEK293 LGR2, CRE-luciferase, bursicon-stimulated, 4 h;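 active = drop in luminescence signal, shown as inhibition above about 50% in the replicate tests, limit read from the data, passing the limit was not always enough; inconclusive = probably only some replicates passing the limit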;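 also: agonist challenge used bursicon conditioned medium at about half maximal strength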
C2C12 statin – suppression of simvastatin myotoxicity; C2C12 myotubes + simvastatin, ATP luminescence, 48 h; scaled: DMSO 0, geranylgeraniol control 100; AID 602340; rescue of ATP level, % at 7.49 µM; 0.78% of 330,000 active;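 active = mean ATP rescue above about 67%, or every replicate alone reaching that limit, limit read from the data, passing the limit was not always enough; inconclusive = no clear call, values can overlap the other calls; inactive = mean under the limit and some replicate under it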;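 also: myotubes were challenged with 10 µM simvastatin during compound exposure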
PGC1a acetyl inh – modulators of PGC1a acetylation; U2OS PGC1a acetylation, AlphaScreen anti-acetyl-lysine; with virally co-expressed GCN5 acetyltransferase; inhibition, % at 15.6 µM; 0.17% of 350,000 active;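 active = every replicate shows inhibition of at least 40%; inconclusive = mean inhibition at least 40% but some replicate below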;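 also: 0% = neutral control wells and 100% = positive control wells; some results beyond the cut were filed as inactive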
INS-1E GSIS act – GLuc luminescence reporter in INS-1E cells, primary screen for activators of glucose-dependent secretion of insulin | 0.61% of 370,000 active | INS-1E GLuc reporter insulin secretion, 2-3 h | activation, % at 16.6 µM | AID 743287;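 active = lowest replicate activation of at least 40%, so every replicate reaches that level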;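 also: 0% = median of neutral control wells and 100% = median of IBMX positive control wells; some compounds called inactive have numbers as strong as hits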
PglD DTNB – inhibitors of Campylobacter jejuni PglD acetyltransferase; purified PglD enzyme, DTNB colorimetric CoA detection; inhibition, % at 12.5 µM; 0.098% of 360,000 active; AID 602405; in the data active = inhibition above about 16%, passing the limit was not always enough; inconclusive = no clear call, values can overlap the other calls; also: strong numbers were not always called active
ARNT TACC3 PPI – ARNT/TACC3 interaction disruption; inhibition, % at 9.99 µM; AlphaScreen His-ARNT PAS-B/GST-TACC3 binding, luminescence; TACC3 fragment carries E629A point mutation; Q9Y6A5; 0.66% of 390,000 active;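 active = mean inhibition of replicates at least 50% and at least half of replicates each reaching 50%; inconclusive = half or more replicates reach 50% but mean below 50%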;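 also: 0% = complete ARNT plus TACC3 wells and 100% = ARNT alone without TACC3; many hits fall short of the cut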
Active calls of the source: *.

Results for O=C(NC(CSCc1ccccc1)C(=O)N/N=C/c1ccc(O)cc1O)c1ccc([N+](=O)[O-])cc1 (stereo unspecified) ?
Cneo AK release: 4; C2C12 statin: 30; PGC1a acetyl inh: -4; PglD DTNB: -5; ARNT TACC3 PPI: 4

How did CCCOC(=O)c1cc(-c2ccc(C=O)o2)ccc1Cl do in these assays?
PAX8 inh HTS: -9; Cneo AK release: -4; PGC1a acetyl inh: -2; PglD DTNB: -2; ARNT TACC3 PPI: -7

How did CCN(CC)S(=O)(=O)c1cccc(-c2nnc(SC(C)C(N)=O)n2CCc2ccccc2)c1 (stereo unspecified) do in these assays?
Cneo AK release: 3; C2C12 statin: 1; PGC1a acetyl inh: -2; PglD DTNB: 0; ARNT TACC3 PPI: -4

Results for O=C(C[n+]1cc(-c2ccc(F)cc2)n2c1CCC2)N1c2ccccc2Sc2ccccc21 ?
PAX8 inh HTS: 5; LGR2 inh: -65; INS-1E GSIS act: -47; ARNT TACC3 PPI: 3

What do the screens show for `CCc1c(C)nc2ncnn2c1Nc1ccc(C(C)=O)cc1`?
PAX8 inh HTS: -100; Cneo AK release: -2; C2C12 statin: -8; PGC1a acetyl inh: -11; PglD DTNB: -1; ARNT TACC3 PPI: -18

Results for O=C1c2ccccc2CCc2ccc(Br)cc21 ?
PAX8 inh HTS: -16; Cneo AK release: -2; LGR2 inh: -15; C2C12 statin: -16; PGC1a acetyl inh: -2; INS-1E GSIS act: 0; PglD DTNB: -3; ARNT TACC3 PPI: -3

How did CCC(=O)C1CCCN(C(=O)c2ccc(OC3CCN(C(=O)c4cccnc4)CC3)cc2)C1 (stereo unspecified) do in these assays?
PAX8 inh HTS: 8; LGR2 inh: 6; PGC1a acetyl inh: 3; INS-1E GSIS act: -3; ARNT TACC3 PPI: -4

Results for COc1ccc(CN(C)C[C@@H]2Oc3c(NC(=O)NC4CCCCC4)cccc3C(=O)N([C@H](C)CO)C[C@H]2C)cc1 ?
PAX8 inh HTS: 14; Cneo AK release: -1; LGR2 inh: 12; C2C12 statin: -1; PGC1a acetyl inh: -17; INS-1E GSIS act: -17; PglD DTNB: -4; ARNT TACC3 PPI: 7

Results for COc1ccc(N2CCN(C(=O)CCNS(=O)(=O)c3ccc4c(c3)CCC(=O)N4)CC2)cc1 ?
PAX8 inh HTS: 33; Cneo AK release: -2; PglD DTNB: 1; ARNT TACC3 PPI: 7

Results for O=C(COC(=O)COc1ccc(Cl)cc1Br)NCc1cccs1 ?
PAX8 inh HTS: 2; LGR2 inh: 23; C2C12 statin: 6; PGC1a acetyl inh: -11; INS-1E GSIS act: -19; ARNT TACC3 PPI: -1

How did CC1CCc2sc(C(=O)NNC(=O)c3ccncc3)cc2C1 (stereo unspecified) do in these assays?
PAX8 inh HTS: -7; Cneo AK release: 3; LGR2 inh: -21; C2C12 statin: 2; INS-1E GSIS act: 0; PglD DTNB: 0; ARNT TACC3 PPI: -5

What do the screens show for `COc1ccc(N2CCN(C(=O)CNC(=O)c3ccc4ccccc4c3)CC2)cc1`?
PAX8 inh HTS: 9; Cneo AK release: -1; LGR2 inh: 15; C2C12 statin: -1; PGC1a acetyl inh: -5; INS-1E GSIS act: 23; PglD DTNB: 4; ARNT TACC3 PPI: -4

Results for CCOc1ccc(-c2nnn(CC(=O)c3ccc4c(c3)OCCO4)n2)cc1 ?
Cneo AK release: 3; LGR2 inh: 4; C2C12 statin: 23; PGC1a acetyl inh: -4; INS-1E GSIS act: 5; PglD DTNB: -4; ARNT TACC3 PPI: 3

What do the screens show for `COCC(=O)N(C)C[C@H]1Oc2cc(C#C[C@H](C)O)ccc2S(=O)(=O)N([C@@H](C)CO)C[C@H]1C`?
Cneo AK release: -5; LGR2 inh: -13; C2C12 statin: -10; PGC1a acetyl inh: 6; INS-1E GSIS act: 5; PglD DTNB: 0; ARNT TACC3 PPI: -1

What do the screens show for `C[C@@H]1CN([C@H](C)CO)S(=O)(=O)c2ccc(-c3cccnc3)cc2O[C@@H]1CN(C)CC1CC1`?
Cneo AK release: -3; LGR2 inh: 1; C2C12 statin: 7; PGC1a acetyl inh: 5; INS-1E GSIS act: 11; PglD DTNB: -2; ARNT TACC3 PPI: -4

Results for O=C(NCC1CCCO1)c1nnc(Cc2ccc(F)cc2)o1 (stereo unspecified) ?
PAX8 inh HTS: 8; Cneo AK release: 0; LGR2 inh: 21; C2C12 statin: -4; PGC1a acetyl inh: 2; INS-1E GSIS act: -10; PglD DTNB: 1; ARNT TACC3 PPI: 6

What do the screens show for `O=C(Nc1c2c(nn1-c1ccc(F)cc1)CS(=O)C2)c1ccc(Br)o1` (stereo unspecified)?
PAX8 inh HTS: 4; Cneo AK release: 1; LGR2 inh: 4; C2C12 statin: 1; PGC1a acetyl inh: 3; INS-1E GSIS act: 5; PglD DTNB: 1; ARNT TACC3 PPI: -3

Results for COc1cccc(-c2nnc(-c3ccc4ccccc4c3)o2)c1 ?
PAX8 inh HTS: -133; Cneo AK release: -11; LGR2 inh: inconclusive; C2C12 statin: -6; PGC1a acetyl inh: -3; INS-1E GSIS act: 7; PglD DTNB: -1; ARNT TACC3 PPI: 1

What do the screens show for `COc1ccc(NC(=S)NC23CN4CN(CN(C4)C2)C3)cc1`?
PAX8 inh HTS: 19; Cneo AK release: 1; LGR2 inh: 5; C2C12 statin: 5; PGC1a acetyl inh: 6; INS-1E GSIS act: 9; PglD DTNB: -2; ARNT TACC3 PPI: 1

What do the screens show for `COc1cc(CN2CCNC(=O)C2CC(=O)NC2CCCCC2)cc(OC)c1` (stereo unspecified)?
PAX8 inh HTS: -4; Cneo AK release: 6; LGR2 inh: 20; C2C12 statin: -4; INS-1E GSIS act: -6; PglD DTNB: 2

How did O=C(CN1C(=O)COc2ccc(S(=O)(=O)N3CCCCCC3)cc21)NCc1ccc(F)cc1 do in these assays?
PAX8 inh HTS: 1; Cneo AK release: 0; LGR2 inh: -13; C2C12 statin: 9; PGC1a acetyl inh: -8; INS-1E GSIS act: -5; PglD DTNB: -2; ARNT TACC3 PPI: -3

How did C/C(=N\NC(=O)Cn1nc(C)c([N+](=O)[O-])c1C)c1ccc(O)cc1 do in these assays?
PAX8 inh HTS: -33; LGR2 inh: -11; INS-1E GSIS act: -2; ARNT TACC3 PPI: -3

What do the screens show for `CCc1cc2c(Sc3nc4ccccc4s3)ncnc2s1`?
Cneo AK release: -1; LGR2 inh: -3; C2C12 statin: 1; INS-1E GSIS act: -1; PglD DTNB: -2; ARNT TACC3 PPI: 4

Results for C[C@@H]1CN([C@@H](C)CO)S(=O)(=O)c2ccc(C#Cc3ccccc3F)cc2O[C@@H]1CN(C)C(=O)c1ccc2c(c1)OCO2 ?
PAX8 inh HTS: 78*; Cneo AK release: -4; LGR2 inh: 6; C2C12 statin: -28; PGC1a acetyl inh: 3; INS-1E GSIS act: -20; PglD DTNB: -3; ARNT TACC3 PPI: 10

What do the screens show for `CCc1ccc(CN2CCN(C(=O)c3ccco3)CC2)cc1`?
PAX8 inh HTS: -6; Cneo AK release: 1; LGR2 inh: 2; C2C12 statin: -1; PGC1a acetyl inh: -1; INS-1E GSIS act: 9; PglD DTNB: 6; ARNT TACC3 PPI: -3

How did Cc1noc(C)c1NC(=O)N(C)C[C@H]1Oc2c(NS(C)(=O)=O)cccc2C(=O)N([C@H](C)CO)C[C@@H]1C do in these assays?
Cneo AK release: 4; PGC1a acetyl inh: 21; INS-1E GSIS act: 24; PglD DTNB: 1

What do the screens show for `COc1cccc(C(=O)N2C[C@@H]3[C@H](c4ccccc42)[C@H](CO)N3Cc2ccccc2F)c1`?
PAX8 inh HTS: 1; Cneo AK release: -4; LGR2 inh: 4; C2C12 statin: -7; PGC1a acetyl inh: -7; INS-1E GSIS act: -8; PglD DTNB: -1; ARNT TACC3 PPI: 17

What do the screens show for `COc1ccc(C(O)c2ncc(-c3ccc4ccccc4c3)[nH]2)cc1F` (stereo unspecified)?
PAX8 inh HTS: -16; Cneo AK release: 0; LGR2 inh: 0; C2C12 statin: 25; PGC1a acetyl inh: 1; INS-1E GSIS act: -34; PglD DTNB: 2

How did CCCCOc1ccc(CSC2=NCCN2)cc1[N+](=O)[O-] do in these assays?
PAX8 inh HTS: -5; Cneo AK release: -2; LGR2 inh: 7; PGC1a acetyl inh: -5; INS-1E GSIS act: 5; PglD DTNB: 1; ARNT TACC3 PPI: 3

Results for CCN(Cc1cnn(C)c1)Cc1nc(C2(c3ccc(C)cc3)CCCC2)no1 ?
PAX8 inh HTS: 16; Cneo AK release: 0; LGR2 inh: -27; C2C12 statin: 5; INS-1E GSIS act: -24; PglD DTNB: -1; ARNT TACC3 PPI: 4

An excerpt from the list above, as a working copy:
How did CCCCOc1ccc(CSC2=NCCN2)cc1[N+](=O)[O-] do in these assays?
PAX8 inh HTS: -5; Cneo AK release: -2; LGR2 inh: 7; PGC1a acetyl inh: -5; INS-1E GSIS act: 5; PglD DTNB: 1; ARNT TACC3 PPI: 3

Results for CCN(Cc1cnn(C)c1)Cc1nc(C2(c3ccc(C)cc3)CCCC2)no1 ?
PAX8 inh HTS: 16; Cneo AK release: 0; LGR2 inh: -27; C2C12 statin: 5; INS-1E GSIS act: -24; PglD DTNB: -1; ARNT TACC3 PPI: 4

The list continues.
What do the screens show for `COc1ccc(/C=N/NC(=S)Nc2cc(S(=O)(=O)N3CCOCC3)ccc2N2CCOCC2)cc1O`?
PAX8 inh HTS: 10; LGR2 inh: -14; INS-1E GSIS act: -3; ARNT TACC3 PPI: 3

What do the screens show for `CCCOc1ccc(C(=O)Nc2ccc(N3CCOCC3)cc2N2CCOCC2)cc1OCC`?
PAX8 inh HTS: -3; Cneo AK release: -14; LGR2 inh: -1; C2C12 statin: -14; PGC1a acetyl inh: -1; INS-1E GSIS act: 11; PglD DTNB: 1

Results for Cc1noc(C)c1COc1cccc(C(=O)OCC(=O)N2CC(=O)Nc3ccccc32)c1 ?
PAX8 inh HTS: -5; Cneo AK release: 0; INS-1E GSIS act: 9; PglD DTNB: 2; ARNT TACC3 PPI: 12

Results for CC(=O)ONC(=Nc1ccccc1)c1nonc1N ?
PAX8 inh HTS: -1; LGR2 inh: 1; PGC1a acetyl inh: 4; INS-1E GSIS act: 7; ARNT TACC3 PPI: 0

How did Cn1nc(C(C)(C)C)c([N+](=O)[O-])c1C(=O)NC(C)(C)C do in these assays?
PAX8 inh HTS: 0; Cneo AK release: 2; LGR2 inh: -8; INS-1E GSIS act: 8; PglD DTNB: 2

What do the screens show for `O=C(NCc1cccs1)c1nc2c(nnn2Cc2ccc(F)cc2)c(=O)[nH]1`?
Cneo AK release: 1; C2C12 statin: -29; PGC1a acetyl inh: 8; PglD DTNB: 1; ARNT TACC3 PPI: 5

Results for CCOC(=O)C1CCN(C(=O)C2CC(=O)N(c3ccc(C)cc3)C2)CC1 (stereo unspecified) ?
Cneo AK release: -2; LGR2 inh: -6; C2C12 statin: 24; PGC1a acetyl inh: 8; INS-1E GSIS act: -2; PglD DTNB: -1; ARNT TACC3 PPI: 3

Results for Cc1c(C(N)=O)sc2nc(-c3ccccc3)cn12 ?
Cneo AK release: -1; C2C12 statin: 3; PGC1a acetyl inh: 1; ARNT TACC3 PPI: 18

How did O=S(=O)(Nc1ccncc1)c1cc(Cl)c(Cl)cc1Cl do in these assays?
PAX8 inh HTS: -5; Cneo AK release: -3; LGR2 inh: 11; C2C12 statin: -1; PGC1a acetyl inh: 9; INS-1E GSIS act: -1; PglD DTNB: -4; ARNT TACC3 PPI: -11
